M. tuberculosis GlmU: inhibition of mycobacterial GlmU enzyme – biochemical, glucosamine-1-phosphate acetyltransferase (AID 1376). M. tuberculosis GlmU acetyltransferase enzyme assay; higher % means a stronger effect. 220,000 compounds, 0.25% hits. inhibition, %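 (tested at 30 µM in the primary screen)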; hits with a dose series show IC50 in µM; in the data active = inhibition above about 13%; inconclusive = no clear call, values can overlap the other calls;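 also: 0% = complete reaction with vehicle and 100% = reaction without substrate; strong numbers were not always called active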
Mtb RmlCD inh: M. tuberculosis RmlC/RmlD inhibition; P9WH09+P9WH11; RmlC+RmlD coupled enzyme assay, percent inhibition; primary screen in compound mixtures; inhibition, % at 3.6 µM; 160,000 compounds, 0.03% hits; in the data active = inhibition mostly above about 34%, no sharp cut-off; inconclusive = no clear call, values can overlap the other calls; inactive = mostly below about 22%; also: some results filed as inactive read as strong as hits
Target sequence (P9WH09 whole entry, looked up): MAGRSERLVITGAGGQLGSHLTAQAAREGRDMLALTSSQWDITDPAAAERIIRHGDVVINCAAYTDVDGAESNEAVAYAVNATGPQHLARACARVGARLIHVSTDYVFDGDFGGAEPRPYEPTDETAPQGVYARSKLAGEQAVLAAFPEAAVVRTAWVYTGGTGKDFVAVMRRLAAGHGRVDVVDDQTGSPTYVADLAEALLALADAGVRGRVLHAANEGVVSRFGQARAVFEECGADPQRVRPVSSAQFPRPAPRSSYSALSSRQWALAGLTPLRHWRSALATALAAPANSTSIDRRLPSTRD
Target sequence (P9WH11 whole entry, looked up): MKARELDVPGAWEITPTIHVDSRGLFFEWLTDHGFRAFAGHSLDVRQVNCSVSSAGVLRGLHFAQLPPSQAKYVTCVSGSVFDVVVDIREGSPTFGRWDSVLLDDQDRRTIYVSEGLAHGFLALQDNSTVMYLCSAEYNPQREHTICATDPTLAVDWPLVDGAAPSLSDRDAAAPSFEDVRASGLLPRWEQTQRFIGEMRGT
Active calls of the source: *; ? = inconclusive; / = no result given; & = joins results of further samples. The list is partial. The share of hits here may be higher or lower than overall.

Order of results: Mtb RmlCD inh	M. tuberculosis GlmU
CCOc1cc(C)c(C(C)C)cc1S(=O)(=O)N1CCN(C)CC1
    4	2.3%
CC(=O)Nc1ccc(S(=O)(=O)N(Cc2ccccc2)C(C)C)cc1
    -8	2.2%
COc1cccc(CNC2CCCc3ccccc32)c1OC (configuration not stated)
    0	0.6%
COC(=O)CSc1nnc(-c2ccccn2)n1N
    -12	2.4%
Cn1c(=O)c2c(ncn2CC(=O)N2CCc3ccccc3C2)n(C)c1=O
    /	2.0%
COC(=O)c1ccc(NC(=S)NC2CCCCC2)cc1
    6	0.3%
COc1cc(S(=O)(=O)N2CCOCC2)ccc1NC(=O)CN1c2cccc3cccc(c23)S1(=O)=O
    -11	2.7%
CC(C)N1CCN(Cc2cnc(-c3ccccc3)s2)CC1CCO (configuration not stated)
    /	-0.2%
Cc1nc2ccccc2c2oc(C(=O)N3CCC(N4CCCCC4)CC3)cc12
    57	-5.6%
OCCC1CN(Cc2ccc3ncccc3c2)CCN1Cc1ccccc1 (configuration not stated)
    -9	-4.1%
CCN(CC)c1ccc(NC(=O)Cn2c(C(C)NC(=O)c3ccc(C)cc3)nc3ccccc32)cc1 (configuration not stated)
    /	4.4%
COc1ccc(C2/C=C\CN(C(=O)c3ccccc3)CC(=O)N2Cc2ccc(F)cc2)cc1 (configuration not stated)
    /	-0.4%
C#CCNC(=O)C1=C[C@@H](c2ccc(C#C)cc2)C[C@@H](OCCCCO)O1
    /	-1.2%
CCCN1CNc2c(c(=O)[nH]c(=S)n2CCc2ccccc2)C1
    19	-0.5%
O=S(=O)(c1cccc(-c2nnco2)c1)N1CCCC1
    /	5.8%
CCCNS(=O)(=O)c1cc(Br)cc2c1N(C(=O)CC)CC2
    7	3.7%
Cc1[nH]c2ccccc2c1/C=C/c1cc[n+](C)cc1
    12	/
Cc1cccc(CSc2nc3c(c(=O)[nH]2)CCC3)c1
    2	-4.4%
Cc1ccc(S(=O)(=O)NC2c3cccc4cccc(c34)C2Sc2nncn2C)cc1 (configuration not stated)
    -10	4.6%
CCCn1nc2cc(C(=O)NCCc3cccs3)ccc2c1OCC
    /	0.7%
O=C1CCCc2sc3c(c2N1)CCCCC3
    -7	-0.8%
Cc1occc1-c1nnc(SCC(=O)NC2CCCC2)n1-c1ccccc1
    /	-2.7%
CC(C)(C)C1CCC2(CC1)C(C#N)=C(SCC(=O)NC1CCCCC1)NC(=O)C2C#N (configuration not stated)
    6	-2.1%
Cc1ccc2c(CSc3nc4ccccc4c(=O)n3CCCO)cc(=O)oc2c1C
    /	-0.3%
CC(NC(=O)COC(=O)c1cc(=O)[nH]c2ccccc12)c1ccccc1 (configuration not stated)
    16	-3.8%
Cn1c(SCC(=O)Nc2ccc(F)cc2F)nnc1-c1cccnc1
    /	2.7%
Cc1nc(NC(=O)C23CCC(C)(C(=O)O2)C3(C)C)sc1C (configuration not stated)
    /	-2.1%
O=C(Nc1ccccc1)/C(=C\c1cccs1)NC(=O)c1ccccc1
    /	2.8%
N#Cc1sc2nc(-c3ccccc3)cc(C(F)(F)F)c2c1N
    -7	-1.0%
Cn1c(=O)c(Cc2ccccc2)c(O)c2ccccc21
    /	8.7%
COc1ccc(-n2c(SCC(=O)N3CCOCC3)nc(O)c(Cc3ccccc3)c2=O)cc1
    /	-4.6%
CC(=O)c1c(COC(=O)c2ccccc2Cl)nc2ccccc2[n+]1[O-]
    5	-2.0%
Nc1nonc1C(=O)NCCNCc1ccccc1OCc1ccc(F)cc1
    /	-1.0%
CCOC(=O)N1CCN(/C=C(\C#N)c2nc3ccccc3s2)CC1
    4	5.1%
O=C(COC(=O)/C=C/c1cccc(Br)c1)NCCC1=CCCCC1
    -14	-4.2%
COc1cc(CNCc2ccccn2)ccc1OCc1ccccc1Cl
    /	-7.9%
CC1CC(C)CN(c2ccc(-n3cnnn3)cc2[N+](=O)[O-])C1 (configuration not stated)
    4	-1.2%
CCN1CCOC(CC(=O)Nc2ccc([N+](=O)[O-])cc2)C1=O (configuration not stated)
    -14	-1.8%
CCOc1cc(/C=C2\SC(=S)N(N3CCOCC3)C2=O)ccc1O
    /	-2.7%
Cc1ccnc(NS(=O)(=O)c2ccc(NC(=O)c3ccc(Br)o3)cc2)n1
    -14	4.6%
CC(=O)c1cccc(NC(=O)CN2C(=O)COc3ccc(Cl)cc32)c1
    13	2.3%
Cc1ccc(-c2cn(-c3ccccc3)c(SCC(=O)NC3CCS(=O)(=O)C3)n2)cc1C (configuration not stated)
    -10	-2.3%
Fc1ccc(-n2c(Cc3cccs3)n[nH]c2=S)cc1Cl
    -2	0.2%
COc1c(C=O)c(CCN(C)C(=O)c2ccc(F)cc2)cc2c1OCO2
    -2	2.2%
Cc1ccc(S(=O)(=O)N2CCOCC2)cc1C(=O)NC1CCCCC1
    5	2.2%
O=C(CSc1nnnn1C1CCCCC1)Nc1ccc2c(c1)OCO2
    8	-3.8%
CCOc1ccc(C2/C(=C(/O)c3ccc(OC)cc3)C(=O)C(=O)N2c2cc(C)on2)cc1OC (configuration not stated)
    -7	-2.6%
N#Cc1nc(-c2ccco2)oc1N1CCC(Cc2ccccc2)CC1
    4	-1.5%
O=C(CN1C(=O)CSc2ccccc21)N/N=C/c1ccco1
    -3	1.1%
CCOP(=O)(OCC)C(C)(C)NC(=O)c1cc([N+](=O)[O-])cc([N+](=O)[O-])c1
    -6	2.0%
CCc1noc(C)c1C(=O)Nc1nnc(C2CCCCC2)s1
    6	-5.2%
Brc1ccccc1C1CC(c2ccccc2)=Nc2ccccc2N1 (configuration not stated)
    -12	-0.9%
Cn1c(SCC(=O)NC(=O)NCc2ccco2)nnc1-c1ccccc1
    /	0.0%
CCn1cc(C(=O)NCc2ccco2)c(=O)c2cc(F)c(N3CCN(C(=O)c4ccco4)CC3)cc21
    ?	-0.5%
O=C(COC(=O)CCc1ccc(S(=O)(=O)N2CCOCC2)cc1)Nc1ccc(Cl)cn1
    ?	5.8%&-0.3%
COC(=O)c1sc(NC(=O)CSc2nc3cccnc3n2C2CCCCC2)nc1C
    5	-3.2%
CN1CCN(C(=O)CCn2nc(-c3ccccc3)c3ccccc3c2=O)CC1
    7	-4.1%
CCN1C(=O)N[C@@H](c2ccco2)C(C(=O)OC)=C1C
    /	-0.1%
O=C(c1cc2ccccc2o1)N1CCCC1
    7	0.0%
Cc1ccc(C)c(N(C(=O)c2snc(C(N)=O)c2N)C(C(=O)NCC2CCCO2)c2cccs2)c1 (configuration not stated)
    /	-1.8%

Next results follow.
Order of results: Mtb RmlCD inh	M. tuberculosis GlmU
O=C(NNC(=O)C1CCCO1)c1ccccc1Cl (configuration not stated)
    /	-2.7%
CC(C)C(=O)N1N=C2CCCCC2C1(O)C(F)(F)F (configuration not stated)
    14	-2.4%
Cc1c(C(=O)O)nnn1-c1ccccc1
    /	-0.6%
O=c1cc(CN2CCN(C/C=C/c3ccccc3)CC2)c2cc(O)c(-c3ccccc3)cc2o1
    /	0.6%
COc1cc(/C=C/c2cc(OC(C)=O)c3ccccc3n2)c(OC(C)=O)c([N+](=O)[O-])c1
    8	-1.2%
CC(C)c1ccc(C(=O)N2CCN(c3cnn(C)c(=O)c3Cl)CC2)cc1
    8	2.3%
O=C(Nc1c(C(=O)Nc2ccc3c(c2)OCCO3)cnn1-c1ccccc1Cl)c1ccco1
    -3	1.6%
COc1cccc(C(=O)Nc2nnc(C(C)C)s2)c1
    /	1.3%
COc1ccc(C(CC(=O)O)NC(=O)c2ccco2)cc1OC (configuration not stated)
    /	5.7%
CSc1ccc(OC2CCN(Cc3ccccc3)CC2)cc1
    16	-8.1%
COc1cc(C(=O)c2ccccc2Cl)c([N+](=O)[O-])cc1OC
    9	-1.5%
Cc1ccc(S(=O)(=O)N2CCCCC2)cc1NC(=O)COC(=O)c1c(F)cccc1F
    11	-7.6%
O=C(CN1CCCCC1)Nc1ccc(NC(=O)c2ccc(Cl)cc2)cc1Cl
    /	6.2%
C=C(C)C(=O)Nc1cccnc1Oc1ccc(F)cc1F
    -8	-2.4%
O=C(CN1CCN(S(=O)(=O)c2ccc(F)cc2)CC1)Nc1ccc2c(c1)OCO2
    /	-1.2%
COc1cc(OC)cc(C(=O)n2nc(C)cc2C)c1
    /	3.7%
CCOC(=O)c1cc(-c2ccccc2)n(CC(=O)O)c1C
    0	0.3%
Cc1noc(NS(=O)(=O)c2ccc(NC(=O)CCn3c(=O)oc4ccccc43)cc2)c1C
    -10	3.9%
CC1CCC(C(C)C)C(OC(=O)Cn2c(-c3ccc(Cl)cc3)[n+](C)c3ccccc32)C1 (configuration not stated)
    3	-11%
O=C(c1ccco1)N1CCN(C(=O)c2ccccc2NS(=O)(=O)c2ccc(F)cc2)CC1
    -1	-2.3%
CC(NC(=O)c1ccc(Br)cc1)c1ccccc1 (configuration not stated)
    21	7.4%
Cc1ccccc1N1CCN(C(=O)c2ccccc2NC(=O)C2CC=CCC2C(=O)O)CC1 (configuration not stated)
    -11	-1.4%
Cc1ccc(NC(=O)CN(c2ccc(Cl)cc2)S(=O)(=O)c2cc([N+](=O)[O-])ccc2Cl)c(C)c1
    /	1.5%
COc1ccc(C(=O)NNC(=O)C(=O)NC(C)c2ccccc2)cc1OC (configuration not stated)
    -2	0.8%
O=C(CCn1c2c(c3ccccc31)CCCC2)NNC(=O)c1cccc([N+](=O)[O-])c1
    6	-4.3%
C[N+]1=C(/C=C/Nc2ccccc2Cl)C(C)(C)c2ccccc21
    /	0.0%
COc1ccc(-c2cc3nc(C)c(CCC(=O)NC(C)CCc4ccco4)c(C)n3n2)c(OC)c1 (configuration not stated)
    18	-4.7%
CCc1ccc(N(CC(=O)NC)S(C)(=O)=O)cc1
    11	0.9%
COc1cc2c(cc1NC(=O)CSc1ccc(Cl)cc1)oc1ccccc12
    0	-5.7%
CCC(=O)NC(=S)Nc1c(C)cc(Br)cc1C
    -5	1.4%
CCN(CC)S(=O)(=O)c1ccc(N2CCOCC2)c(C(=O)O)c1
    1	-0.2%
CCCCCNC(=O)CSC1=N/C(=C\c2ccc(Cl)c(Cl)c2)C(=O)N1CC
    /	5.6%
COc1ccccc1N1CCN(CC(=O)c2c(N)n(C)c(=O)n(C)c2=O)CC1
    8	-0.8%
CC1CCN(C(=O)CCCOc2ccc(Cl)cc2)CC1
    8	-3.7%
CN(C)CCn1c(C(=O)Nc2ccccc2)cc2ccccc21
    -8	-1.8%
CC(NS(=O)(=O)/C=C/c1ccccc1)C(=O)O (configuration not stated)
    -2	3.8%
Cc1ccc(Cn2c(SCCN3CCOCC3)nc3c2c(=O)n(C)c(=O)n3C)cc1
    -1	-5.3%
COCCN1CSC(=S)N(Cc2ccco2)C1
    2	-2.8%
COc1ccc(C(=O)OCCN2CCOCC2)cc1
    -11	-7.8%
O=C(c1ccc(Br)cc1)N(Cc1nc2ccccc2c(=O)[nH]1)C1CCCC1
    10	2.5%
CCc1ccccc1NC(=O)NC1CCCCC1
    -6	0.7%
CC12CCC(C(=O)Nc3ccccc3N3CCOCC3)(CC1=O)C2(C)C (configuration not stated)
    /	-3.1%
Cc1ccc(NC(=S)NCCc2c[nH]c3ccccc23)c(C)c1
    -11	0.7%
CCC(=O)N1CCN(c2ccc(NC(=O)c3ccc([N+](=O)[O-])o3)cc2)CC1
    -9	-5.9%
CCOC(=O)c1ccc(NC(=S)N2CCSC2c2c(F)cc(F)cc2F)cc1 (configuration not stated)
    -11	2.2%
CC(=O)Nc1ccc(N2C(=O)c3cccc(NC(C)=O)c3C2=O)cc1
    /	8.3%
O=C(Cn1cnc2ccccc2c1=O)Nc1nnc(SCc2ccc(Cl)cc2)s1
    -3	0.8%
COc1ccccc1NC(=O)CSc1nnc(C2CCCCC2)n1C
    12	5.0%
[O-]c1c[n+](-c2ccc(-[n+]3cc([O-])on3)cc2)no1
    /	1.3%
O=c1c2[nH]c3ccc(Cl)cc3c2ncn1CCN1CCCCC1
    /	0.1%
Cn1c(SCC(=O)Nc2ccccc2F)nnc1-c1cccnc1
    /	-1.2%
COc1cccc(C2c3c(oc4ccc(F)cc4c3=O)C(=O)N2CCN2CCOCC2)c1OC (configuration not stated)
    -6	1.2%
Fc1ccccc1N1CCN(c2nc3ccccc3n3nnnc23)CC1
    /	1.1%
Cc1ccccc1OCC(=O)N=Nc1c(O)n(C)c2ccccc12
    -10	7.2%
CCOC(=O)/C(=N\Nc1ccccc1Cl)N1CCN(Cc2ccccc2)CC1
    8	-0.5%
O=C1NC(Cc2ccccc2)C(=O)N1Cc1cc([N+](=O)[O-])cc2c1OCOC2 (configuration not stated)
    5	1.5%

Record cards, from the list above. Values in the order: Mtb RmlCD inh	M. tuberculosis GlmU
`COc1ccccc1N1CCN(CC(=O)c2c(N)n(C)c(=O)n(C)c2=O)CC1` is listed with 8	-0.8%
`CCc1ccccc1NC(=O)NC1CCCCC1` is listed with -6	0.7%
`CCN(CC)S(=O)(=O)c1ccc(N2CCOCC2)c(C(=O)O)c1` is listed with 1	-0.2%

An excerpt from the list above:
Order of results: Mtb RmlCD inh	M. tuberculosis GlmU
CCN(CC)S(=O)(=O)c1ccc(N2CCOCC2)c(C(=O)O)c1
    1	-0.2%
CCCCCNC(=O)CSC1=N/C(=C\c2ccc(Cl)c(Cl)c2)C(=O)N1CC
    /	5.6%
COc1ccccc1N1CCN(CC(=O)c2c(N)n(C)c(=O)n(C)c2=O)CC1
    8	-0.8%

Screening results (PubChem BioAssay)
